# Screening results (PubChem)
# GFP derepression: derepresses silenced GFP locus in mouse C127i cells; mouse C127i GFP locus derepression, cytometry, 30 h; Potency, µM (top dose mostly 46.1 µM), for the others: top-dose GFP derepression (activation); 0.09% of 68,000 active; AID 597; note: % of control where 0% means no effect
#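 Derepression screen: silenced CMV-GFP reporter in murine C127i cells, 30 h compound incubation at 37 C, washed cells imaged by laser-scanning cytometer to enumerate GFP-expressing objects of 20 to 120 um.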
# Hsp90 Hop PPI: changes Hsp90-Hop TPR2A binding signal, up or down. Potency, µM (top dose mostly 57 µM), for inactives: at the highest dose activity change, negative = inhibition. 0.44% of 71,000 active. AID 595. AlphaScreen TPR2A-His6 binding biotin-Hsp90 C-terminal peptide; active = well fitted curve in either direction with a large enough effect; inconclusive = small, poorly fitted or top-dose-only effect, or another doubt; note: potency is the fitted concentration of half-maximal effect; % is set by controls: 0 for no effect and ±100 for the full control effect; many of its hits are not listed in these tables
# BRCT PPI red: inhibitors of human BRCA1 BRCT-phosphoprotein interaction (red fluorophore); P38398; BRCT-phosphopeptide binding, red fluorescence polarization; Potency, µM (top dose mostly 76.9 µM), without a hit: at the top dose activity change, negative = inhibition, hits mostly inhibitors; 0.03% of 75,000 active; note: % is set by controls: 0 for no effect and ±100 for the full control effect
# Target sequence (P38398 whole entry, looked up): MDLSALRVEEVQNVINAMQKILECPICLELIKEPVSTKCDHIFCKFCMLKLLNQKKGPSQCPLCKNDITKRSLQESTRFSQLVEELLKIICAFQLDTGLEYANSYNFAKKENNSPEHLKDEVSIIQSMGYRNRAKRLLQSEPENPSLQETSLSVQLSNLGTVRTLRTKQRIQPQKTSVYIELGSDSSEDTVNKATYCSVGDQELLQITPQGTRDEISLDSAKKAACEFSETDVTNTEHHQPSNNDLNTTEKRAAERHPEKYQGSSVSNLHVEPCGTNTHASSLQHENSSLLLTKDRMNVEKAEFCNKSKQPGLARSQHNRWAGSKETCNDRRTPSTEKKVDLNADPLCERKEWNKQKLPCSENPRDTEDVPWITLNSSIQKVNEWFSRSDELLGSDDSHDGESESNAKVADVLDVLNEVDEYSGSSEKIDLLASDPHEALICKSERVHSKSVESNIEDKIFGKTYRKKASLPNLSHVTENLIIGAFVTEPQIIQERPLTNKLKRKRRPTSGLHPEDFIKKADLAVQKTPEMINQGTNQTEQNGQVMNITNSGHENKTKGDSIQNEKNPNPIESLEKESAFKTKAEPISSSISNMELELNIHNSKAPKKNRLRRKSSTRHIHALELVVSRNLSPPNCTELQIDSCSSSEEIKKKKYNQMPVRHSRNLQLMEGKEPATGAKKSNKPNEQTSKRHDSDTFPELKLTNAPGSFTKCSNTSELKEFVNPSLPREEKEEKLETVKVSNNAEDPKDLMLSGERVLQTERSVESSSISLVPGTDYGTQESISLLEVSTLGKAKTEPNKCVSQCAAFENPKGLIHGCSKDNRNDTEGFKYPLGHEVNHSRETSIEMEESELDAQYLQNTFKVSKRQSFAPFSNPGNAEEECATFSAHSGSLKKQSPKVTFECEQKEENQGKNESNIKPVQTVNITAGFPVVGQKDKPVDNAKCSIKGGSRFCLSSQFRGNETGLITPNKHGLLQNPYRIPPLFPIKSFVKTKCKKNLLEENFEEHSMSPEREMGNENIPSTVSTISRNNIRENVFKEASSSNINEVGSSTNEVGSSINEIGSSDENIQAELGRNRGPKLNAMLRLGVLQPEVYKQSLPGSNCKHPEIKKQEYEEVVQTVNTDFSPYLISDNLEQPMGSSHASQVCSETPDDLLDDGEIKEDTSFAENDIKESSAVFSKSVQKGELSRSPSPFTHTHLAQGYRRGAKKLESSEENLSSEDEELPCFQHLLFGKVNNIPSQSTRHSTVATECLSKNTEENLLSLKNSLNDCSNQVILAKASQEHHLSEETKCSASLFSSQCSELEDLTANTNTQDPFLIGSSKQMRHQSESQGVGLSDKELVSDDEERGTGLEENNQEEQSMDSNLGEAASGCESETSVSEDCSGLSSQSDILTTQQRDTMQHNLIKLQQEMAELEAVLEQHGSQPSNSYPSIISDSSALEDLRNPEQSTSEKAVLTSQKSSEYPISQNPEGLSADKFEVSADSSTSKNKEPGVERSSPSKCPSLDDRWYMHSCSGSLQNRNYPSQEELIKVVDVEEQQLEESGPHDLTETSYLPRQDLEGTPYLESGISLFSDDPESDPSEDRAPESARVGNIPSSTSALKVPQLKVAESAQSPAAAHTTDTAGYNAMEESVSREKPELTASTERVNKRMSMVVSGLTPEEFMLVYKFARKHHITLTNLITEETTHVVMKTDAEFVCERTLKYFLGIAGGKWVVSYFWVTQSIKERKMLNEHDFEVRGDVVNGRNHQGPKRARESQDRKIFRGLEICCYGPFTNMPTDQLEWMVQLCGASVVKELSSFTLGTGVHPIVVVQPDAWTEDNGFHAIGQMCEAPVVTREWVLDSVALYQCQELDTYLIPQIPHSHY
#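 Fluorescence polarization: 100 nM His-tagged BRCA1 BRCT with 100 nM TAMRA-labelled phospho-BACH1 decapeptide, phosphate buffer pH 7.3 with 150 mM NaCl, DTT, 0.01% Tween 20; 12 min RT. Binding inhibition seen as FP decrease.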
# HBB splicing: modulators of hemoglobin beta chain splicing; Potency, µM (series often up to 46.1 µM), inactives show at the highest dose activation, usual class: activators; HBB splicing reporter cell assay, activation; EGFP reporter with mutant IVS2-654 intron; response scale: normalised to 500 nM splice-correcting PNA; 0.06% of 65,000 active; note: potency is the fitted concentration of half-maximal effect; 0% is about no effect
#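 Compounds were applied for 2 days to HeLa EGFP-654 cells, 500/well in Optimem with 2% FCS. The reporter's EGFP is disrupted by mis-splicing of beta-globin intron IVS2-654. Readout: summed well GFP fluorescence from 488 nm laser scanning; reference was 500 nM antisense […] 654 PNA.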
# Ub-GFP proteasome: ubiquitin-GFP accumulation via proteasome inhibition; 67,000 tested, under 10 active; Ubiquitin-GFP reporter cells, proteasome inhibition, GFP fluorescence; response scale: untreated = 0%, 10 µM MG-132 = 100%; Potency, µM (series often up to 45.9 µM), for inactives: top-dose activation (GFP accumulation), most hits filed as activators; active = well fitted activation curve with a large enough effect, not every such curve was filed as active; inconclusive = small, poorly fitted or top-dose-only effect, or another doubt; inactive = no such curve, though single readings can be large or run the other way; note: potency is the fitted concentration of half-maximal effect
#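 U2OS cells expressing ubiquitin(G76V)-GFP, seeded overnight in 0.5% FBS medium, then treated 4 hr at 37 C across 46 uM to 2.9 nM. GFP-positive cells counted by laser cytometry (488 ex/515 em); %activity scaled between basal and 10 uM MG-132.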
# 4MU fluor: compound fluoresces in the 4-MU spectral region; compound autofluorescence, 340/450 nm, 4-MU equivalents; stronger effect = higher value; max dye-equivalent concentration, M; 11% of 59,000 active; AID 589; in the data active = max dye-equivalent concentration above about 10 nM; inconclusive = mostly about 1.1 nM to 9.6 nM
#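 Intrinsic fluorescence at 340/450 nm (ex/em) was read after 15 min at room temperature in pH 8.0, 100 mM Tris. Each compound concentration expressed as 4-MU-equivalent concentration from a six-point 4-MU standard series on each plate.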
# Pol III holo inh: inhibitors of bacterial DNA polymerase III holoenzyme | reconstituted DNA polymerase III holoenzyme replication, biochemical | Potency, µM (highest dose often 57.1 µM), for the others: at the top dose activity change, negative = inhibition | 0.25% of 71,000 active | AID 603; note: potency is the fitted concentration of half-maximal effect; % is set by controls: 0 for no effect and ±100 for the full control effect
#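 Reconstituted *E. coli* holoenzyme (0.35 nM Pol III, 1 nM beta, 154 nM SSB, 2 nM primase) was preincubated with compound for 15 min at RT. Synthesis on 1.4 nM ssM13Gori ran 35 min, then was stopped with PicoGreen/EDTA and read as dsDNA fluorescence.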
# 15-hLO inh: blocks human 15-lipoxygenase activity. AID 887. Potency, µM (highest dose often 57.1 µM), for inactives: at the top dose activity change, negative = inhibition, usual class: inhibitors. purified 15hLO-1, xylenol orange hydroperoxide absorbance. P16050. 1.4% of 74,000 active; note: potency is the fitted concentration of half-maximal effect; % is set by controls: 0 for no effect and ±100 for the full control effect; nearly all actives have a fitted effect of over 55% in size
#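 Inhibition is scored from a chromogenic endpoint. After 15 min enzyme-compound contact, arachidonic acid (50 uM final) reacts 6 min with 40 nM 15hLO-1 at room temperature, then Fe-XO reagent is added for 30 min and absorbance ratio recorded.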
# A350 fluor: compound fluoresces in the Alexa 350 spectral region; Compound autofluorescence, 340/450 nm, Alexa 350 dye-equivalents; stronger effect = higher value; max dye-equivalent concentration, M; 11% of 59,000 active; AID 590; in the data active = max dye-equivalent concentration above about 10 nM; inconclusive = mostly about 1.1 nM to 9.6 nM
# BRCT PPI green: blocks human BRCA1 BRCT binding to phosphopeptide, green readout; P38398; BRCA1 BRCT-phosphopeptide binding, green fluorescence polarization; Potency, µM (highest dose often 76.9 µM), without a hit: top-dose activity change, negative = inhibition, actives largely listed as inhibitors; 0.05% of 75,000 active; AID 875;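 note: potency is the fitted concentration of half-maximal effect; plate controls were peptide without protein for full effect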
#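 Fluorescence polarization: His-tagged BRCT (~35 kDa BRCA1 C-terminus, 250 nM) bound to 100 nM fluorescein-labeled phosphorylated 10-aa BACH1 peptide, pH 7.3 phosphate buffer with DTT and Tween 20. Compounds incubated 12 min at room temperature; inhibition read as lowered polarization.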
# CRE Fsk mod: modulators of forskolin-stimulated CRE signaling in CHO cells; AID 662; Potency, µM (doses to about 38.2 µM), for inactives: at the highest dose activity change, negative = inhibition, usual class: activators; CHO CRE-bla reporter (cAMP response element driving beta-lactamase), forskolin EC10, beta-lactamase ratio; 2.5% of 71,000 active; active = well fitted activation curve with a large enough effect in the signal ratio, with a control signal flat, not every such curve was filed as active; inconclusive = small, poorly fitted or top-dose-only effect, or effect the other way, or a change in a side signal; the % refers to the signal ratio; note: potency is the fitted concentration of half-maximal effect; % of control where 0% means no effect
#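 Modulation of forskolin-driven signalling is measured in CHO cells carrying a CRE-controlled beta-lactamase reporter. Cells are stimulated with EC10 NKH 477 in the presence of titrated compound for 3 h at 37 °C, then loaded with CCF4 for 2 h at room temperature.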
# Active calls of the source: *; i = inactive; ? = inconclusive; . = no result given; & = joins results of further samples; [ ] = remark or other dose. Unless noted, calls come from the whole dose curve; as a rule, active = well fitted curve in the direction sought with a large enough effect; inconclusive = small, poorly fitted or top-dose-only effect, or another doubt; inactive = no such curve, though single readings can be large; an effect the other way counts as inactive or inconclusive.
SMILES,GFP derepression,Hsp90 Hop PPI,BRCT PPI red,HBB splicing,Ub-GFP proteasome,4MU fluor,Pol III holo inh,15-hLO inh,A350 fluor,BRCT PPI green,CRE Fsk mod
CCS(=O)(=O)N1CCC(C(=O)N2CCC3(CC2)OCCO3)CC1,-1.4%,-3.6%,1.2%,-2.1%,-5.3%,i,-5.5%,7.2%,i,0.6%,1.4%
CC1CCC(NCCc2ccc3c(c2)OCO3)CC1 (centres undefined),1.2%,?,0.4%,.,6.1%,i,-5.9%,-22.8%,i,-3.0%,-3.5%
C[C@@H]1CC[C@@]2(OC1)O[C@H]1[C@@H](O)[C@H]3[C@@H]4CC[C@H]5C[C@@H](O[C@@H]6O[C@H](CO)[C@H](O[C@@H]7O[C@H](CO)[C@@H](O)[C@H](O[C@@H]8OC[C@@H](O)[C@H](O)[C@H]8O)[C@H]7O[C@@H]7O[C@H](CO)[C@@H](O)[C@H](O[C@@H]8O[C@H](CO)[C@@H](O)[C@H](O)[C@H]8O)[C@H]7O)[C@H](O)[C@H]6O)[C@H](O)C[C@]5(C)[C@H]4CC[C@]3(C)[C@H]1[C@@H]2C,.,-8.7%,1.2%,0.2%,.,.,7.8%,1.9%,.,0.7%,?
C=C(C)CN1CC[C@@]23c4c5ccc(O)c4O[C@H]2c2[nH]c4ccccc4c2C[C@]3(O)[C@@H]1C5,-0.4%,-6.8%,1.7%,.,3.9%,.,-2.3%,-9.3%[25.6 µM],.,-1.7%,?
CCN(CC)Cc1c[nH]c2ccccc12,-1.8%,-5.4%,0.5%,-1.4%,4.3%,.,-0.5%,-17.2%,.,-1.2%,-12.8%
O=C1CC[C@]2(O)[C@H]3Cc4ccc(O)c5c4[C@@]2(CCN3CC2CC2)[C@@H]1O5,6.8%[20.6 µM],-2.0%[26 µM],-0.8%[34.4 µM],0.1%[20.6 µM],3.6%[20.5 µM],i,-0.3%[25.6 µM],3.2%[25.6 µM],i,-1.7%[34.4 µM],-1.5%[17.1 µM]
N[C@@H](Cc1ccc(N(CCCl)CCCl)cc1)C(=O)O,.,-14.4%,-0.5%,0.3%,.,.,-2.2%,?,.,6.1%,7.3%
C[C@@]12CC[C@H]3[C@@H](CC[C@]4(O)C[C@H](O)CC[C@@]34C=O)[C@]1(O)CC[C@@H]2C1=CC(=O)OC1,0.0%[20.6 µM],1.5%[26 µM],1.0%[34.4 µM],0.0%[20.6 µM],15.3%[20.5 µM],i,-3.3%[25.6 µM],9.4%[25.6 µM],i,-0.4%[34.4 µM],-7.0%[17.1 µM]
CNC(=O)OCC[N+](C)(C)C,-1.7%,-7.6%,1.0%,1.5%,-1.2%,i,1.6%,-6.0%,i,-2.7%,-4.6%
COc1ccc2c(c[n+](C)c3c4cc5c(cc4ccc23)OCO5)c1OC,3.3%,-11.6%,-1.6%,-0.8%,8.1%,i,-4.8%,?,i,-2.7%,?
CN(C)CCN=Cc1c(O)n(-c2cccc(C(F)(F)F)c2)c(=O)[nH]c1=O,0.4%,-1.3%,0.0%,-4.1%[57.5 µM],2.2%,i,-0.1%,-3.3%,i,-3.3%,-10.8%
O=C1NC(=O)C(CCc2ccncc2)(c2ccccc2)C(=O)N1,0.2%,-0.6%,-2.2%,-1.1%,-1.0%,i,-2.2%,5.6%,i,-2.5%,9.6%
Cc1cc(OCC(=O)O)c2c3c(c(=O)oc2c1)CCCC3,-2.9%,-1.3%,-1.2%,1.9%,-15.6%,3.74e-08M*,0.3%,-4.4%,4.32e-08M*,1.4%,?
CCCC(=O)Cl,.,-0.4%,-0.7%,-0.6%,.,.,1.9%,-7.9%,.,1.3%,-5.7%
CN(C=O)CP(=O)(O)CN(C)C=O,4.5%,-14.2%,-0.6%,-2.5%,1.6%,i,-4.9%,?,i,1.7%,15.8µM*
C[N+]12CN3CN(CN(C3)C1)C2,-2.2%,-0.4%,-0.3%,.,-1.3%,i,-6.4%,-21.0%,i,-0.7%,0.4%
c1ccc2c(c1)CCCC2,.,1.2%,-1.5%,0.5%,.,.,-3.9%,-1.6%,.,-5.2%,-6.7%
Fc1ccc(C(OCCN2CCN(CCCc3ccccc3)CC2)c2ccc(F)cc2)cc1,-1.4%,5.1%,-1.2%,-0.3%[20.6 µM],1.2%,i,-1.0%,-9.6%[25.6 µM],i,-0.5%,?
O=C(c1cc(Br)ccc1Cl)N1CCC2(CC1)OCCO2,3.2%,-1.6%,-0.9%,0.3%,2.6%,i,-4.4%,4.1%,i,0.5%,-8.4%
O=C(c1ccc2nc(-c3ccco3)c(-c3ccco3)nc2c1)N1CCC2(CC1)OCCO2,0.0%,-20.7%,-28.2%,1.9%,-14.3%,1.04e-08M*,?,3.98µM*,?,-12.9%,?
CCCNC(=O)c1c(N)n(CC2CCCO2)c2nc3ccccc3nc12 (centres undefined),4.3%,?,-1.6%,-3.3%[0.369 µM],0.0%,1.91e-06M*,1.3%,-13.9%,2.79e-06M*,1.9%,?
COC(=O)c1cc(COc2cc(C)cc3oc(=O)c4c(c23)CCC4)c(C)o1,0.0%,-6.2%,-2.8%,5.2%[1.84 µM],-1.6%,2.86e-08M*,1.7%,4.5%,?,-0.9%,?
COc1ccc(Cn2c(N)c(C(=O)NCc3ccco3)c3nc4ccccc4nc32)cc1,-1.2%,-10.1%,-2.7%,-3.0%,0.2%,4.54e-07M*,-9.9%,?,6.46e-07M*,4.2%,?
CCC(C)NC(=O)c1c(N)n(Cc2ccc3c(c2)OCO3)c2nc3ccccc3nc12 (centres undefined),3.2%,?,-0.9%,6.7%[1.84 µM],0.0%,1.54e-07M*,-0.7%,-15.6%,5.93e-08M*,1.5%,?
O=C(O)C[C@H]1NCc2cc3ccccc3nc21,2.4%[9.22 µM],-6.5%[11 µM],0.9%[15.4 µM],-1.1%[9.22 µM],2.3%[9.17 µM],i,-0.3%[11.4 µM],1.0%[11.4 µM],i,-0.1%[15.4 µM],-6.3%[7.6 µM]
# Remaining list, next part
SMILES,GFP derepression,Hsp90 Hop PPI,BRCT PPI red,HBB splicing,Ub-GFP proteasome,4MU fluor,Pol III holo inh,15-hLO inh,A350 fluor,BRCT PPI green,CRE Fsk mod
CCc1nc2ccccc2c(=O)n1-c1cccc(OC)c1,-4.0%,-0.7%,0.1%,-0.1%[57.5 µM],-6.9%,i,4.4%,-9.5%,i,8.4%,?
CCn1c(O)c(C=NCc2cccs2)c(=O)[nH]c1=O,4.3%,-2.1%,-0.1%,-0.3%,-3.1%,i,-6.1%,2.9%,i,-0.3%,16.5%
CN1CCN(c2ccc3ccccc3n2)CC1,-2.4%&-1.1%,-4.6%&-3.3%,0.4%&1.4%,2.7%,-2.6%&1.7%,1.7e-08M*,-2.2%&4.6%,-6.9%[25.6 µM],1.62e-08M*,-0.2%&-1.9%,-10.4%&0.9%
O=C1C2CCCN2C(c2ccc(Cl)cc2)N1c1ccccn1 (centres undefined),-1.1%,1.3%,-2.3%,-0.9%,-16.7%,i,1.7%,-4.8%,i,-2.5%,-6.2%
O=C(Oc1ccccc1)N1CCC2(CCCN(C(c3ccccc3)c3ccccc3)C2)CC1,2.3%[9.22 µM],-4.7%,-0.5%,3.4%,5.7%,i,-3.0%,-4.7%,i,-1.8%,-5.6%
N=c1n(CCO)c2ccccc2n1Cc1ccccc1,-1.9%,-3.0%,-0.6%,.,-7.7%,i,-7.2%,8.4%,i,-1.8%,1.6%
N[C@H](Cc1ccccc1)c1nn[nH]n1,-1.2%[9.22 µM],-6.3%[11 µM],2.2%[15.4 µM],3.4%[9.22 µM],9.2%[9.17 µM],i,-8.2%[11.4 µM],11.6%[11.4 µM],i,-1.0%[15.4 µM],-9.3%[7.6 µM]
O=C(C1CCCO1)N1CCC2(CC1)OCCO2 (centres undefined),3.2%,34.1%,-2.0%,4.4%,-0.6%,i,-3.2%,11.1%,i,1.6%,-0.1%
N[C@H](Cc1ccc(N(CCCl)CCCl)cc1)C(=O)O,-3.3%,-17.7%,2.8%,2.4%,-1.6%,i,-4.4%,-1.1%,i,-2.4%,12.6%
CCCN(CCC)[C@@H]1CCc2ccc(O)cc2C1,1.9%&-2.2%&2.1%,-2.0%&-3.9%&-2.3%,-1.4%&-2.5%&1.1%,0.0%&2.5%,0.0%&-1.6%&11.6%,i,-4.6%&5.9%&-7.1%,-24.8%[25.6 µM],i,1.2%&-0.7%&-8.3%,?
Cc1cc(C)n2c(Br)c(CN3CC4CC(C3)c3cccc(=O)n3C4)nc2n1 (centres undefined),.,-3.0%,-1.0%,-0.7%,-5.1%,.,-7.7%,-1.1%,.,1.4%,3.2%

# Not all compounds are listed (hit frequency here may not be typical).
